Screening data as filed in PubChem.
Lipid storage S3: qHTS Assay for Lipid Storage Modulators in Drosophila S3 Cells; Drosophila S3 cells, BODIPY lipid droplet fluorescence, 18-24 h; cells fed with added oleic acid; lipid storage change, negative = inhibition, % at the top dose, mostly 46.1 µM; hits show Potency in µM; 320,000 compounds, 0.64% hits; AID 2685; active means well fitted inhibition curve with a large enough effect in the signal ratio, with a control signal flat, not every such curve was filed as active; inconclusive means small, poorly fitted or top-dose-only effect, or effect the other way, or a change in a side signal; the % refers to the signal ratio
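Drosophila S3 cells got compounds at several concentrations plus oleic acid (400 uM solution). Laser-scanning cytometry with 488 nm excitation read lipid droplets at 500-530 nm and cells at 575-640 nm. Percent activity was relative to 20 uM Triacsin C.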
Lipid storage S3 cell count max: further read-out of Lipid storage S3, marked with its call; cell number change, %; measured here: cell count max response;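 cells counted by Cell Tracker Red CMTPX staining in the red channel; peak over a dose series mostly up to 46.1 µM; percent activity relative to internal control wells on each plate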
Starred values were filed as active, the others as inactive; i = inactive; ? = inconclusive; . = no result given. On the % scale 0 is the no-effect control and ±100 the full control effect; potency means the concentration at half of the fitted maximal effect. Not all compounds are listed; rates above refer to the full screens.

Below each compound – Lipid storage S3 | Lipid storage S3 cell count max
Cc1cccc(NC(=O)COC(=O)Cc2cccs2)c1C
    ? | .
CCCc1cc(=O)oc2c(CN3CCCC3)c(O)c(Cl)cc12
    ? | .
COc1ccc(C(=O)N2CCCC(c3ccccc3)C2)cc1 (centres undefined)
    17% | -7
CSc1ccc(CNc2ccccn2)cc1
    8% | 2
CCc1ccc(NC(=O)C2CC=CCC2C(=O)O)cc1 (centres undefined)
    ? | .
COC(=O)c1sccc1NC(=O)CSc1ccccc1NS(=O)(=O)c1ccc(F)cc1
    6% | 10
O=C(CSc1nc2c(sc3ccccc32)c(=O)n1CCc1ccccc1)NCc1ccco1
    ? | .
Cc1cccc(C(=O)CC(=O)c2cc(Cl)ccc2O)c1
    ? | .
Cc1c(Cl)cccc1NC(=O)[C@@]1(CC(=O)O)CC(/C=C/c2ccccc2)=NO1
    ? | .
Cn1c(C2=C(O)CN(Cc3ccccc3)C2=N)[n+](C)c2ccccc21
    0% | 4
COc1cc(F)c(C2=CC(=O)CC(C)(C)C2)cc1F
    ? | .
CCC(=NCc1ccccc1)C1=C(O)C(C(=O)OC)C(C)(C)CC1=O (centres undefined)
    12% | 0
N/C(=N\OC(=O)c1cccc(Cn2cc(C(F)(F)F)ccc2=O)c1)c1ccccc1
    12% | 1
O=C(Nc1cccc(S(=O)(=O)N2CCCCCC2)c1)C1=COCCO1
    i | .
Cc1c(Cl)cccc1NC(=O)CNC(=O)c1ccccc1F
    5% | 7
COc1ccc(NC(=O)CSc2nccn2C)cc1S(N)(=O)=O
    3% | 17
CCn1c(C(=O)NCCCc2ccccc2)cc2sccc21
    ? | .
COc1ccc(/C=C2\Oc3cc(OCC(=O)N4CCC(C(=O)O)CC4)ccc3C2=O)c(OC)c1OC
    -7% | 12
CCOC(=O)c1nn(-c2ccc(C)c(C)c2)c(=O)c(C#N)c1C
    i | -19
C#CCOCCOCCOCCNc1nc(N2CCN(C(=O)CCCCCCCCCCNC(=O)Cn3cc(CCCCCN)nn3)CC2)nc(N2CCN(C(=O)CCCCCCCCCCNC(=O)Cn3cc(C[C@@H](C)O)nn3)CC2)n1
    ? | .
O=C(COC(=O)c1ccc2[nH]c3c(c2c1)CCCC3)Nc1ccccc1
    ? | .
CCCn1c(=O)c(C(=O)NCCc2ccc(Cl)cc2)c(O)c2ccccc21
    ? | .
CCN(CC(=O)NC1CC1)S(=O)(=O)c1ccc(C)cc1
    2% | .
Cc1cc(/C=C2/NC(=S)NC2=O)c(C)n1-c1cccnc1
    -8% | 1
Cc1ccc(C(=O)NCCNC(=O)c2cccnc2)cc1
    ? | .
CC(=O)N[C@@H](Cc1c[nH]c2ccccc12)C(=O)OCc1cc(C(F)(F)F)cc(C(F)(F)F)c1
    30% | 12
CCCCC(=O)Nc1ccc(F)c(Cl)c1
    ? | .
Cc1cc(C)n(CCN(C)Cc2cn[nH]c2-c2ccc(F)cc2F)n1
    0% | 13
COc1cccc(NC(=O)Nc2ccc3c(c2)CCC3)c1
    i | -13
Cn1c(=O)c(Oc2ccc(F)cc2)c(O)c2ccccc21
    5% | 0
COc1ccc(NC(=O)C/C(C)=N/NC(=O)C(=O)Nc2cccc(Cl)c2C)c(OC)c1
    1% | -5
COc1cc(C2C(C#N)=C(N)N(N(C)C)C3=C2C(=O)CCC3)cc(OC)c1OC (centres undefined)
    9% | 17
CCN1CC=C2C(C#N)=C(N)C(C#N)(C#N)C(c3cc(Cl)ccc3Cl)C2C1 (centres undefined)
    ? | .
CCc1cc(-c2n[nH]c(CCC(=O)O)c2-c2nc3ccccc3n2C)c(O)cc1O
    3% | 16
CSc1ccccc1C(=O)C1CCCN(C(=O)c2csnn2)C1 (centres undefined)
    22% | -10
COc1ccccc1NS(=O)(=O)c1ccc2oc(SC)nc2c1
    ? | .
CC(C(=O)N1CCN(c2ccc(Cl)cc2)CC1)c1ncc(C(F)(F)F)cc1Cl (centres undefined)
    4% | 3
CCOC(=O)C1CCCN(CC(=O)Nc2nccs2)C1 (centres undefined)
    0% | 16
CC(=O)c1c(C)n(CC(=O)NCc2ccco2)c2ccccc12
    -1% | -4
O=C(CSc1cccc2cccnc12)N/N=C/c1ccc(O)cc1
    ? | .
Cc1nnc(SCC(=O)N2CCCC(C(=O)c3ccc(Cl)cc3)C2)o1 (centres undefined)
    5% | -2
CCn1nc(C(=O)OC(C(=O)c2c[nH]c3ccccc23)c2ccccc2)c2ccccc2c1=O (centres undefined)
    i | 0
CN(C)C(=O)CSc1nnc([C@H](Cc2ccccc2)NC(=O)OC(C)(C)C)o1
    -3% | 11
Cc1ccc(C)c(NC(=O)C(Sc2cccc[n+]2[O-])c2ccccc2)c1 (centres undefined)
    i | .
CCC(C)NC(=O)CSc1nc2n[nH]c(C)c2c(=N)n1-c1ccc(OC)cc1 (centres undefined)
    ? | .
Cc1nn(-c2cccc(Cl)c2)c(Cl)c1/C=N/NC(=O)c1cccs1
    ? | .
CN(CCC#N)C(=S)Nc1ccc(S(=O)(=O)N2CCOCC2)cc1
    ? | .
CC(=O)c1ccc(C(=O)N(C)C2CCCN(Cc3ccccc3F)C2)s1 (centres undefined)
    ? | .
CCN(CC)CCCN1C(=O)CSC1c1ccc2c(c1)OCO2 (centres undefined)
    14% | 1
Cc1cc(=O)oc2c3c(cc(OCC(=O)NCc4ccccc4)c12)OC(C)(C)CC3
    ? | .
CC(=O)N1CCN(C(=O)CCNS(=O)(=O)c2ccc(Br)cc2)CC1
    11% | -17
CC(C)Oc1cccc(-c2cc(C(=O)N3CCN(S(C)(=O)=O)CC3)c3ccccc3n2)c1
    ? | .
CCOC(=O)C1=C(COC(=O)CCOc2ccccc2)NC(=O)NC1C (centres undefined)
    21% | -6
CC(=O)c1ccc(NC(=O)C2CCN(S(=O)(=O)c3cccc4cccnc34)CC2)cc1
    26% | -6
COc1cc(NC(=O)C2CCCCC2)c(OC)cc1NC(=O)c1ccccc1
    ? | .
Cc1ccc(Cl)cc1N1CCN(C(=O)c2ccc(CS(=O)Cc3ccc(Cl)cc3)o2)CC1 (centres undefined)
    ? | .
O=S(=O)(c1ccc(C2CCCCC2)cc1)N1CCN(c2ncccn2)CC1
    2% | 3
CCOc1ccccc1NC(=O)CSc1ccc(-c2sc(C)nc2C)nn1
    ? | .
CCOC(=O)N1CCC(NS(=O)(=O)c2ccc(C)c(Cl)c2)CC1
    11% | 6
CC1CCCC(NC(=O)CCCn2c(=S)[nH]c3ccccc3c2=O)C1C (centres undefined)
    -20% | 0

Carrying on:
Below each compound – Lipid storage S3 | Lipid storage S3 cell count max
CN(C)S(=O)(=O)c1ccc(NC(=O)COc2cccc3c2OC(C)(C)C3)cc1
    ? | .
CC(C)N(C(=O)COC(=O)c1ccc([N+](=O)[O-])cc1)c1ccccc1
    ? | .
Cc1ccc2oc(=O)cc(CN3CC(C)OC(C)C3)c2c1 (centres undefined)
    ? | .
CNC(=O)CN(c1cc(OCCOC)c(Cl)cc1Cl)S(=O)(=O)c1ccccc1
    ? | .
CC1CN(CCCSc2ccc(Cl)cc2)CC(C)O1 (centres undefined)
    ? | .
CC(=O)N1CCC(C(=O)Nc2ccc3c(c2)CCC3)CC1
    ? | .
CN(C)c1ccccc1C(=O)N1CCC(n2nccc2NC(=O)C2CC2)CC1
    ? | .
COc1cc(C(=O)OCC(=O)N2CCNC2=O)cc(Cl)c1OC
    ? | .
COc1ccc(C(=O)c2nccc3ccccc23)cc1
    ? | .
COc1ccc(OC)c(/C=C/C(=O)Nc2cccc(S(=O)(=O)NC3=NCCCCC3)c2)c1
    6% | 6
CCOC(=O)C1=C(C)NC(=O)NC1c1cccc(OC)c1OCc1ccccc1Cl (centres undefined)
    ? | .
Cc1nnc(N2CCN(c3ccccc3)CC2)[nH]c1=O
    ? | .
O=C(Nc1ccc2c(c1)OCCO2)C1CCCN(S(=O)(=O)c2cnc[nH]2)C1 (centres undefined)
    -18% | -27
O=C(NCc1cccs1)C1CC(c2ccc(Cl)cc2)=NO1 (centres undefined)
    ? | .
O=C1/C(=C/c2cccs2)SC(=S)N1CC(=O)N1CCCCC1CCO (centres undefined)
    ? | .
O=C(CN1CCN(Cc2ccc3c(c2)OCO3)CC1)Nc1cc(S(=O)(=O)N2CCCC2)ccc1Cl
    ? | .
C/C(=N\NC(N)=O)c1cccc(Cl)c1
    ? | .
COc1ccc(CCNC(=O)c2sc3cc(C)ccc3c2Cl)cc1
    i | .
O=S(=O)(c1cc(Cl)ccc1Cl)N1CCN2CCCC2C1 (centres undefined)
    ? | .
CCOC(=O)C1=C(C)Nc2ncnn2C1c1cccnc1 (centres undefined)
    ? | .
O=C(O)CN1C(=O)C(=O)N(Cc2ccc(Cl)c(Cl)c2)C1=O
    15% | -5
Cc1cccc(Nc2ncnc3ccc(Br)cc23)c1
    ? | .
CC(NC(=O)c1cccnc1)C(c1cccs1)N1CCN(c2ccccc2F)CC1 (centres undefined)
    ? | .
OCCN1CCN(CC(O)COc2ccc(-c3ccccc3)cc2)CC1 (centres undefined)
    ? | .
COc1ccc(N2CC(C(=O)Nc3nc4ccc(S(C)(=O)=O)cc4s3)CC2=O)cc1 (centres undefined)
    ? | .
CCCCn1nc(NC(=O)CC)c2cc3cc(OC)ccc3nc21
    ? | .
COc1ccccc1-n1nnnc1SCC(=O)N1CCCC1=O
    -12% | 1
COc1ccc(C(=O)O)cc1S(=O)(=O)Nc1ccc(C)cc1
    ? | .
Cc1c(C(=O)NNS(=O)(=O)c2ccccc2)sc(=S)n1C
    -19% | -17
O=Cc1c(-c2ccc(F)cc2)nc2ccccn12
    ? | .

A different layout for some results above.
O=C1/C(=C/c2cccs2)SC(=S)N1CC(=O)N1CCCCC1CCO (centres undefined)
  Lipid storage S3: ?
  Lipid storage S3 cell count max: .

OCCN1CCN(CC(O)COc2ccc(-c3ccccc3)cc2)CC1 (centres undefined)
  Lipid storage S3: ?
  Lipid storage S3 cell count max: .

COc1ccccc1-n1nnnc1SCC(=O)N1CCCC1=O
  Lipid storage S3: -12%
  Lipid storage S3 cell count max: 1

O=C(CN1CCN(Cc2ccc3c(c2)OCO3)CC1)Nc1cc(S(=O)(=O)N2CCCC2)ccc1Cl
  Lipid storage S3: ?
  Lipid storage S3 cell count max: .

Other compounds follow.
Below each compound – Lipid storage S3 | Lipid storage S3 cell count max
CN(C)C(=O)Cn1cnc2c(cnn2-c2ccc(F)cc2)c1=O
    -28% | 6
COc1ccc([C@@H]2[C@@H]3C(=O)N(C(C)(C)C)C(=O)[C@@H]3[C@]3(CC(C)C)C(=O)N(c4ccccc4)C(=O)N23)cc1
    ? | .
CCOC(=O)N1CCc2c(sc(NC(=O)CN(CC)CC)c2C#N)C1
    0% | 7
COc1ccc(C(=O)N2CCN(C3CCCCC3)CC2)c(OC)c1
    ? | .
COc1ccccc1C(=O)Nc1c(-c2ccccc2)nc2ccccn12
    6% | 10
CCCC(CCC)c1nc2ccncc2[nH]1
    0% | 19
O=C(CSc1nc(C(F)(F)F)cc(=O)[nH]1)Nc1cccc2ccccc12
    ? | .
O=C(OCC(=O)N1CCc2ccccc21)[C@@H]1CCCN1S(=O)(=O)c1ccccc1F
    17% | 3
COc1cc(/C=N/NC(N)=O)ccc1OC(=O)c1ccco1
    ? | .
Cn1c(=NC(=O)CSCC(=O)N2CCCCC2)sc2ccccc21
    ? | .
COc1ccc(/C=N/NC(=O)c2[nH]ncc2Br)c(OC)c1
    ? | .
Cc1nnc(N2C(=O)C(=O)/C(=C(/O)c3ccc4c(c3)CC(C)O4)C2c2ccccc2F)s1 (centres undefined)
    19% | 6
Cc1ccccc1-c1nc(CS(=O)CC(=O)NCc2ccccc2)c(C)o1 (centres undefined)
    ? | .
O=c1[nH]cnc2cc(-c3ccc(Br)cc3)sc12
    ? | .
Cn1nc(C(=O)NC2CCCCCC2)ccc1=O
    ? | .
O=C(CCCn1nnnc1CN1CCOCC1)N1CCN(c2ccccc2F)CC1
    ? | .
Cc1ccc(NC(=O)CC2S/C(=N/N=C/c3ccco3)NC2=O)cc1Cl (centres undefined)
    -4% | 1
O=C(O)c1ccc(NCc2cccc(Br)c2)cc1
    4% | 3
Cc1cc(Br)c(NC(=O)COn2nnc3ccc(S(C)(=O)=O)cc32)c(Br)c1
    17% | .
CC(=O)c1cc(C#N)c(SCc2ccccc2C#N)nc1C
    1% | -23
Fc1cccc(COc2ccccc2CNc2ccccc2)c1
    -4% | -10
Cc1ccc(SCC(=O)NCCN2C(=O)CSC2=O)cc1C
    i | .

By substructure: the entries above containing a tert-butyl group
Below each compound – Lipid storage S3 | Lipid storage S3 cell count max
CN(C)C(=O)CSc1nnc([C@H](Cc2ccccc2)NC(=O)OC(C)(C)C)o1
    -3% | 11
COc1ccc([C@@H]2[C@@H]3C(=O)N(C(C)(C)C)C(=O)[C@@H]3[C@]3(CC(C)C)C(=O)N(c4ccccc4)C(=O)N23)cc1
    ? | .
